Compound activity: PubChem BioAssay, NMMLSC
Rac1 mut GTP: human Rac1 activated mutant GTP binding change; GST-Rac1 activated beads, fluorescent GTP binding, flow cytometry; actives lie on both sides; 100% means binding = to untreated wells; AID 764; P63000; hit rate 0.11% among 190,000; percent activity (GTP binding), % at 10 µM;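 active = GTP binding at least 20 percentage points away from the 100% baseline, in either direction, so actives lie on both sides; inconclusive = Compound likely fluorescent itself, or too few beads counted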
Bcl-2 Bim block: human Bim-Bcl-2 interaction inhibition; P10415; Bead-based flow cytometry, Bim peptide-Bcl-2 binding; hit rate 0.06% among 190,000; inhibition, % at 10 µM; AID 950; in the data active = inhibition above about 40%; inconclusive = no clear call, values can overlap the other calls;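 note: 0% = no compound wells with probe peptide and 100% = reference peptide inhibitor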
Target sequence (P10415 whole entry, looked up): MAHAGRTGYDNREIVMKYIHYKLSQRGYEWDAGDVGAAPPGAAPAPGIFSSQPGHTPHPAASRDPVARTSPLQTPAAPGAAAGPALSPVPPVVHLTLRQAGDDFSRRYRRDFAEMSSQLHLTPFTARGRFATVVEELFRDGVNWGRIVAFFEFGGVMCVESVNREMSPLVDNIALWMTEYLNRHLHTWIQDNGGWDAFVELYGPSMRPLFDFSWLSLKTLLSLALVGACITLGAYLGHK
Bcl-B Bim block: disrupts Bim peptide binding to human Bcl-B | inhibition, % at 10 µM | bead-based flow cytometry | hit rate 0.073% among 190,000 | AID 951;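 note: 0% = tracer peptide without compound and 100% = reference inhibitor peptide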
Target sequence (Q9HD36 whole entry, looked up): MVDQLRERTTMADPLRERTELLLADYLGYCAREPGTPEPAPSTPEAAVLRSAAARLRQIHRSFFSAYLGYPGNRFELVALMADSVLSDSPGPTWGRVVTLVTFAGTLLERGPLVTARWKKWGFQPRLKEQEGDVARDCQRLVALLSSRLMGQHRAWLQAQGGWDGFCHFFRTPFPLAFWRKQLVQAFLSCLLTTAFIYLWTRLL
Rac1 wt GTP bind: alters GTP binding to wildtype human Rac1 | P63000 | hit rate 0.27% among 190,000 | GTP binding activity (% of control), % at 10 µM | GST-Rac1 beads, fluorescent GTP binding, flow cytometry; actives lie on both sides; 0 = cold GTP competed, 100 = untreated;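 active = GTP binding activity at least 20 points away from the 100% control level, either lower or higher; inconclusive = compound flagged as likely green fluorescent, judged across all proteins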
Rab2 wt GTP: changes GTP binding to wildtype dog Rab2A, up or down. P61105. GST-Rab2 wt beads, Bodipy-GTP binding, flow cytometry. GTP binding activity, % at 10 µM. hit rate 0.19% among 190,000. AID 760;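 active = GTP binding activity at least 20 points away from 100%, either lowered or raised; inconclusive = signal likely due to the compound's own green fluorescence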;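 note: 0% = beads with excess unlabeled GTP and 100% = no-compound control corrected for plate trend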
Cdc42 wt: changes GTP binding to wildtype human Cdc42; percent activity (GTP binding), % at 10 µM; P60953; hit rate 0.2% among 190,000; GST-Cdc42 beads, Bodipy-GTP binding, flow cytometry; actives lie on both sides;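 active = percent activity GTP binding at least 20 points away from the 100% baseline, either down as inhibitor or up as activator; inconclusive = compound flagged as likely green fluorescent from well-wide comparison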;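 note: median bead fluorescence of bound Bodipy-FL-GTP at 100 nM; 0% = excess unlabeled GTP control and 100% = no compound control; below 100% means less GTP binding so inhibitor and above means activator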
HRas wt GTP: modulators of GTP binding to human HRas wildtype; GST-Ras wt beads, Bodipy-FL-GTP binding, flow cytometry; actives lie on both sides; GTP binding activity, % at 10 µM; hit rate 0.14% among 190,000;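 active = GTP binding activity at least 20% away from the 100% baseline, either lowered as inhibitor or raised as activator; inconclusive = flagged as likely green fluorescent, judged across all proteins in the well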;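 note: 0% = unlabeled GTP competition control and 100% = no-compound control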
Target sequence (P01112 whole entry, looked up): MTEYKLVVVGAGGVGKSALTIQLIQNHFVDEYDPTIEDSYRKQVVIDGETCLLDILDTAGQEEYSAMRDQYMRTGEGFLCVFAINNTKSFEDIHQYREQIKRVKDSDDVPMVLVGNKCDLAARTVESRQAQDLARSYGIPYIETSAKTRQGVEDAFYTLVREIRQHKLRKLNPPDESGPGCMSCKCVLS
Bim-Bcl-XL: human Bim-Bcl-XL interaction inhibition | inhibition, % at 10 µM | Bim peptide-Bcl-XL binding, bead flow cytometry, fluorescence | Q07817 | hit rate 0.04% among 190,000
Rab7 wt GTP bind: dog Rab7 wildtype GTP binding, inhibitors and activators; GST-Rab7 beads, fluorescent GTP binding, flow cytometry; actives lie on both sides; untreated = 100%, excess cold GTP = 0%; GTP binding activity (percent of control), % at 10 µM; hit rate 0.055% among 190,000; AID 758;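 active = fluorescent GTP binding to Rab7 beads changed by at least 20 points from the 100% baseline, either direction, mostly lower; inconclusive = compound itself probably fluorescent, or too few beads counted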;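 note: median green fluorescence of bound Bodipy-FL-GTP per Rab7 bead population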
Bfl-1 Bim block: disrupts Bim binding to human Bfl-1; Q16548; Bead-based flow cytometry, Bim-Bfl-1 binding inhibition; inhibition, % at 10 µM; hit rate 0.12% among 190,000; AID 1008;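 note: 0% = wells without compound plus tracer and 100% = blocker peptide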
Bim-Bcl-W: disrupts Bim peptide binding to human Bcl-W; inhibition, % at 10 µM; hit rate 0.02% among 190,000; bead-based flow cytometry; Q92843;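 note: 0% = bound tracer without compound and 100% = peptide blocker; higher means less fluorescent Bim peptide bound to Bcl-W beads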
Target sequence (Q92843 whole entry, looked up): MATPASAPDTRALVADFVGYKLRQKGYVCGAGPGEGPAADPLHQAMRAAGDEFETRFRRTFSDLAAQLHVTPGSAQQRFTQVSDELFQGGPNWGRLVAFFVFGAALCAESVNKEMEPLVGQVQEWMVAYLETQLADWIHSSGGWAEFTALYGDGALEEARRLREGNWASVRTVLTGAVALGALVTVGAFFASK
* marks the source's active call; other numbers are inactive results; ? = inconclusive. Cut-off read from the data, not from the text of the source, unless noted: active = inhibition above about 40%.

item	structure	Rac1 mut GTP	Bcl-2 Bim block	Bcl-B Bim block	Rac1 wt GTP bind	Rab2 wt GTP	Cdc42 wt	HRas wt GTP	Bim-Bcl-XL	Rab7 wt GTP bind	Bfl-1 Bim block	Bim-Bcl-W
1	CC1CCN(c2c(NCC3CCC(C(=O)Nc4ccccn4)CC3)c(=O)c2=O)CC1 (stereo not given)	97	-2	-3	100	99	97	95	-8	97	-3	-5
2	O=C(/C=C/c1cccs1)c1cc(Cl)ccc1O	95	2	2	98	96	97	96	1	94	-1	0
3	CCOC(=O)Cc1csc(NC(=O)c2cccc(N3C(=O)CCC3=O)c2)n1	99	0	2	102	99	100	100	2	99	0	0
4	C=CCSc1nc2ccccc2c2nc(-c3ccccc3)nn12	93	0	-1	96	94	96	97	-3	99	-2	3
5	CCOC(=O)N1CCN(C(=O)CN(c2cccc(C)c2)S(=O)(=O)c2ccc(C)cc2)CC1	101	-11	-7	107	100	99	100	-9	96	-21	-4
6	CC(=O)N(c1cccc(C)c1)C1SC(=O)N(c2ccccc2)C1=O (stereo not given)	100	-9	-10	103	103	105	103	0	100	-13	-3
7	CN(Cc1nc(-c2ccccn2)no1)S(=O)(=O)c1ccc(Cl)cc1	101	-7	-6	105	104	106	104	-5	101	-11	-3
8	CNc1nc(C)c(C#N)cc1C(C)=O	98	-3	0	97	97	98	97	-1	95	-6	-4
9	O=C(Nc1cccc(S(=O)(=O)N2CCOCC2)c1)c1c2c(nc3ccccc13)CCC2	99	-1	0	101	97	101	99	-4	95	-5	-5
10	COc1ccc(NS(=O)(=O)c2cccc(C(=O)N/N=C/c3cccs3)c2)cc1	100	-2	0	102	100	98	100	-2	100	1	0
11	CCN1CC(CN(C)Cc2nc(-c3ccc(C(F)(F)F)cc3)no2)CC1=O (stereo not given)	96	0	-4	98	98	97	96	-1	98	-5	0
12	CC(=O)c1cc(C(=O)Nc2ccc(C(=O)O)cc2)oc1C	98	-1	-1	98	97	100	100	1	96	-3	1
13	COc1cc(OC)cc(-n2nnnc2SCC(=O)Nc2ccc(C(C)=O)cc2)c1	93	-6	-5	94	95	96	96	-3	96	-3	-5
14	COc1ccc(NC(=O)Cn2nc(Cc3cccnc3)c3ccccc3c2=O)cc1OC	96	-6	-5	96	97	103	98	0	95	-11	0
15	COc1ccccc1Nc1nc(-c2c(C)[nH]c3ccccc23)cs1	101	-1	-6	105	100	101	102	-3	106	1	0
16	O=C(CSCc1ccc([N+](=O)[O-])cc1)NC1CCCCCC1	94	-4	-4	99	97	96	99	-5	107	-10	0

Full records, quoted from the list. Order of values: Rac1 mut GTP	Bcl-2 Bim block	Bcl-B Bim block	Rac1 wt GTP bind	Rab2 wt GTP	Cdc42 wt	HRas wt GTP	Bim-Bcl-XL	Rab7 wt GTP bind	Bfl-1 Bim block	Bim-Bcl-W
Entry for COc1ccc(NC(=O)Cn2nc(Cc3cccnc3)c3ccccc3c2=O)cc1OC = 96	-6	-5	96	97	103	98	0	95	-11	0
Entry for O=C(CSCc1ccc([N+](=O)[O-])cc1)NC1CCCCCC1 = 94	-4	-4	99	97	96	99	-5	107	-10	0

Four compounds from above, ordered by formula weight, lowest first:
item	structure	Rac1 mut GTP	Bcl-2 Bim block	Bcl-B Bim block	Rac1 wt GTP bind	Rab2 wt GTP	Cdc42 wt	HRas wt GTP	Bim-Bcl-XL	Rab7 wt GTP bind	Bfl-1 Bim block	Bim-Bcl-W
16	O=C(CSCc1ccc([N+](=O)[O-])cc1)NC1CCCCCC1	94	-4	-4	99	97	96	99	-5	107	-10	0
13	COc1cc(OC)cc(-n2nnnc2SCC(=O)Nc2ccc(C(C)=O)cc2)c1	93	-6	-5	94	95	96	96	-3	96	-3	-5
10	COc1ccc(NS(=O)(=O)c2cccc(C(=O)N/N=C/c3cccs3)c2)cc1	100	-2	0	102	100	98	100	-2	100	1	0
9	O=C(Nc1cccc(S(=O)(=O)N2CCOCC2)c1)c1c2c(nc3ccccc13)CCC2	99	-1	0	101	97	101	99	-4	95	-5	-5

(more compounds)
item	structure	Rac1 mut GTP	Bcl-2 Bim block	Bcl-B Bim block	Rac1 wt GTP bind	Rab2 wt GTP	Cdc42 wt	HRas wt GTP	Bim-Bcl-XL	Rab7 wt GTP bind	Bfl-1 Bim block	Bim-Bcl-W
17	Nn1c(SCc2ccccc2)nnc1-c1ccco1	102	-1	-5	107	102	102	104	-2	103	-8	3
18	CCCC[n+]1c(-c2ccc(Cl)cc2Cl)csc1Nc1ccccc1	99	-6	-2	102	96	100	98	0	93	-5	0
19	Cc1cc(C)c2cc(CN(Cc3ccco3)C(=S)NCC3CCCO3)c(=O)[nH]c2c1 (stereo not given)	92	18	20	93	93	90	95	35	103	33	32
20	CCOC(=O)C1=C(C)N(CC)C(=S)NC1c1ccc(Cl)cc1 (stereo not given)	98	-6	-7	102	101	102	100	-7	102	-7	-5
21	O=c1cnnc(Nc2ccccc2)[nH]1	95	-1	-3	95	94	97	95	-1	95	-2	2
22	Cc1ccc(S(=O)(=O)N2CC=C(c3c(C)n(C)c4ccccc34)CC2)cc1	101	1	-3	103	99	98	103	-2	100	1	-2
23	CCOC(CNC(=O)c1cccn2c(=O)c3cc(Cl)ccc3nc12)OCC	99	0	-1	102	100	102	101	0	103	-7	4
24	COc1ccc(-c2cc3c(nn2)-c2ccccc2C3=O)cc1	102	-5	-9	104	103	100	103	-6	98	-5	-5

Remaining list, next part
#	smiles	Rac1 mut GTP	Bcl-2 Bim block	Bcl-B Bim block	Rac1 wt GTP bind	Rab2 wt GTP	Cdc42 wt	HRas wt GTP	Bim-Bcl-XL	Rab7 wt GTP bind	Bfl-1 Bim block	Bim-Bcl-W
25	O=C(Nc1ccc(Cl)cc1)C1=Cc2cc(Cl)ccc2OC1	101	-3	-1	104	100	103	101	-1	100	0	0
26	CC(=O)NC(=S)NNC(=O)C(c1ccccc1)c1ccccc1	91	0	-19	94	92	93	94	-2	96	1	2
27	CCc1cccc(C)c1NC(=O)C(c1ccc(O)cc1)N1CCC1=O (stereo not given)	100	-11	-9	104	101	101	102	2	100	-12	-2
28	CC(=O)NC1C(Oc2cccc(C)c2)OC2COC(c3ccco3)OC2C1O (stereo not given)	99	-3	-4	103	101	104	102	-6	99	-1	-4
29	CC(=O)N(C1CC(C)C(C#N)(C#N)C1(C#N)C#N)N(C)C (stereo not given)	96	2	0	96	96	95	95	-2	97	-12	-1
30	CCc1nc(Nc2ccccc2)c2oc3ccccc3c2n1	92	-11	-10	91	93	95	98	-9	96	-14	0
31	CCN(CC)CCCNC(=O)CNC(=S)N(CCCN1CCOCC1)Cc1cccs1	96	-4	-6	94	96	97	96	-3	105	-4	-2
32	Cc1cccc(NC(=O)C2CC(=O)OC23CCCC3)c1 (stereo not given)	98	11	-5	103	100	97	100	-5	98	2	-4
33	N#C/C(=C(/O)COC(=O)CCc1ccc(S(=O)(=O)N2CCOCC2)cc1)c1nc2ccccc2[nH]1	100	-4	-5	105	100	102	99	-2	101	-10	1
34	C/C(=N\NC(=O)c1ccc(N/N=C(\C)c2ccncc2)cc1)c1ccncc1	94	-3	2	94	92	91	94	1	91	-2	4
35	Cc1ccc(C(=O)Cn2ncsc2=N)cc1	100	-2	-1	106	101	105	102	-1	98	-2	-1
36	Nc1ncnc(Nc2cc(Cl)cc(Cl)c2)c1[N+](=O)[O-]	99	-13	-7	104	101	101	102	-6	100	-15	-1
37	COc1cc2c(cc1OC)-c1cc(NC3CC3)nc(=O)n1CC2	97	-2	5	97	89	93	91	5	97	-4	2
38	CNCC(O)Cn1c(C(F)(F)F)nc2ccccc21 (stereo not given)	101	3	-4	103	100	102	102	-6	98	-2	-3
39	CN(Cc1ccccc1)Cc1nc2c([nH]1)c(=O)[nH]c(=O)n2C	92	-12	-8	90	94	97	95	-8	94	-17	-1
40	COc1cc(NC(=O)C2=C(N3CCOCC3)/C(=C\c3ccc(N(C)C)cc3)CCC2)cc(OC)c1OC	96	8	-1	98	94	97	97	0	95	6	5
41	S=C(NCc1ccco1)NCC1CCCO1 (stereo not given)	96	-1	-7	97	98	96	98	-2	104	-2	-3
42	COc1ccc(CC(=O)n2nc(-c3cccnc3)nc2N)cc1	99	-14	-7	103	101	100	101	-6	102	-11	0
43	O=C(Nc1cccnc1)c1cnn2c(C(F)F)cc(C3CC3)nc12	97	-6	-5	107	98	101	101	-11	98	-10	2
44	COCCn1c(=O)c2cc3c(=O)n(CCOC)c(=O)c3cc2c1=O	100	-8	-3	103	100	101	100	6	97	-9	1
45	Cc1ccccc1NC(=O)c1cc(=O)c2ccccc2o1	98	2	-4	102	104	102	102	2	99	2	1
46	Cc1ccsc1/C=N/Nc1cccc(C(=O)O)c1	95	0	-6	95	95	95	96	0	100	-5	-2
47	O=C(NCCn1cc(SCc2ccccc2)c2ccccc21)c1c(F)cccc1F	99	-1	-5	106	100	100	100	-3	95	-2	-3
48	O=C1c2ccccc2C(=O)N1Cc1cnc(N2CCN(c3ccccc3)CC2)s1	93	-2	-2	96	94	95	96	-1	95	-3	0
49	Cc1onc(-c2ccccc2Cl)c1C(=O)N1CCN(Cc2ccc3c(c2)OCO3)CC1	?	-3	-7	?	?	?	?	-1	?	-4	-1
50	Cc1ccccc1-c1nc(CN2CCCC(C(=O)NCCCN3CCOCC3)C2)c(C)o1 (stereo not given)	98	-1	-2	98	101	101	101	-1	101	0	-3
51	Cc1c(NC(=O)/C=C/c2cn(-c3ccccc3)nc2-c2ccccc2)c(=O)n(-c2ccccc2)n1C	100	1	2	104	102	105	104	0	99	1	0
52	CN(C)CC(C)(C)CNC(=O)C1CCN(Cc2ccccc2O)CC1	97	-6	-7	100	97	98	99	-4	100	-12	0
53	Cc1nnc(SCC(=O)N2CCCCC2)n1CC1CCCO1 (stereo not given)	99	1	-5	104	102	99	101	5	103	3	3
54	O=C(CNc1cccc([N+](=O)[O-])c1)N/N=C/c1ccc([N+](=O)[O-])o1	98	0	-3	97	96	94	96	0	96	-3	0
55	O=C(c1cccc(Cl)c1)N1CCN(C(=O)c2ccco2)CC1	97	0	0	98	99	98	98	1	100	0	-1
